# PAX8 reporter: lowers PAX8-driven luciferase in RMG-I cells | RMG-I TPO-luciferase reporter, SteadyGlo, 24 h | inhibition, % at 12.6 µM | actives 1.2% (n = 360,000) | AID 652154;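 active = mean replicate inhibition at least 60% with every replicate also reaching 60%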;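 also: luciferase light reporting Pax8 driven TPO promoter activity; plate controls were median of neutral control wells for no effect and mitoxantrone controls for full effect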
# PglD DTNB: inhibitors of Campylobacter jejuni PglD acetyltransferase. actives 0.098% (n = 360,000). purified PglD enzyme, DTNB colorimetric CoA detection. inhibition, % at 12.5 µM. AID 602405; in the data active = inhibition above about 16%, passing the limit was not always enough; also: strong numbers were not always called active
# LGR2 inh: inhibitors of bursicon-induced Drosophila LGR2 receptor cAMP signaling | HEK293 LGR2, CRE-luciferase, bursicon-stimulated, 4 h | inhibition, % at 9.99 µM | actives 0.35% (n = 380,000);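 active = drop in luminescence signal, shown as inhibition above about 50% in the replicate tests, limit read from the data, passing the limit was not always enough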;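 also: agonist challenge used bursicon conditioned medium at about half maximal strength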
# ARNT TACC3 PPI: disrupts binding between human ARNT and TACC3; AID 623870; inhibition, % at 9.99 µM; Q9Y6A5; actives 0.66% (n = 390,000); AlphaScreen His-ARNT PAS-B/GST-TACC3 binding, luminescence; TACC3 fragment carries E629A point mutation;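 active = mean inhibition of replicates at least 50% and at least half of replicates each reaching 50%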;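 also: 0% = complete ARNT plus TACC3 wells and 100% = ARNT alone without TACC3; many hits fall short of the cut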
# C2C12 statin: protects C2C12 myotubes from simvastatin toxicity; ATP luminescence, 48 h; scaled: DMSO 0, geranylgeraniol control 100; rescue of ATP level, % at 7.49 µM; actives 0.78% (n = 330,000); AID 602340;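 active = mean ATP rescue above about 67%, or every replicate alone reaching that limit, limit read from the data, passing the limit was not always enough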;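 also: myotubes were challenged with 10 µM simvastatin during compound exposure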
# Cneo AK release: causes C. neoformans cell lysis; adenylate kinase release luminescence, 4 h; normalised: neutral wells 0, clomiphene wells 100; lysis activity, % at 15 µM; actives 0.2% (n = 360,000);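 active = mean lysis activity across replicates of at least 80%, whatever share of replicates individually reach that level; inactive = mean lysis activity below 80%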
#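 Assay system: C. neoformans cells. Amount: yeast cell density of 5 × 10^6 cells/mL. Technique: AK luminescence. Buffer or medium: YPD. Times: static 4 h at 37 °C with compound, 1 h detection. Dosing: single-point compound dose. Read-out: lysis from increased AK signal.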
# PGC1a acetyl inh: PGC1a acetylation modulation, inhibitor mode; U2OS PGC1a acetylation, AlphaScreen anti-acetyl-lysine; with virally co-expressed GCN5 acetyltransferase; actives 0.17% (n = 350,000); AID 651687; inhibition, % at 15.6 µM;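 active = every replicate shows inhibition of at least 40%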;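 also: 0% = neutral control wells and 100% = positive control wells; some results beyond the cut were filed as inactive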
# INS-1E GSIS act: GLuc luminescence reporter in INS-1E cells, primary screen for activators of glucose-dependent secretion of insulin | activation, % at 16.6 µM | INS-1E GLuc reporter insulin secretion, 2-3 h | actives 0.61% (n = 370,000) | AID 743287;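 active = lowest replicate activation of at least 40%, so every replicate reaches that level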;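 also: 0% = median of neutral control wells and 100% = median of IBMX positive control wells; some compounds called inactive have numbers as strong as hits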
# The depositor's hits bear a star; / = no result given.
compound	LGR2 inh	PGC1a acetyl inh	PglD DTNB	ARNT TACC3 PPI	C2C12 statin	INS-1E GSIS act	Cneo AK release	PAX8 reporter
CCSc1nnc(-c2ccc(S(=O)(=O)N3CCOCC3)cc2)n1CC1CCCO1 (stereo unspecified)	/	-1.9	-2.9	-0.8	1.3	/	9.4	15.5
OC(C#CCN1CCOCC1)(c1ccccc1)C1CCCCC1 (stereo unspecified)	/	-18.0	0.4	-2.1	/	/	0.6	/
O=C(/C=C/c1ccc(Cl)cc1)NC(=S)Nc1ccc(CN2CCOCC2)cc1	-5.0	/	/	-7.5	/	13.1	/	-9.2
O=C(CCN1CCCCC1)N[C@@H]1CC[C@@H](CCNS(=O)(=O)c2ccc(F)cc2)O[C@@H]1CO	22.5	-6.5	3.5	-4.8	15.5	12.1	6.5	-23.8
CCOc1cccc(N2C(=O)CC(n3cnc4ccccc43)C2=O)c1 (stereo unspecified)	/	-7.2	/	-4.7	-144.4	/	0.6	-6.0
COc1cc(C(=S)N2CCOCC2)ccc1O	5.2	-1.4	6.9	-6.6	-0.2	-4.8	0.5	-22.9
O=C(O)c1ccccc1-c1ccccc1C(=O)NCc1ccccc1Cl	-11.1	-10.9	-1.6	-1.8	-0.2	7.9	-0.4	0.8
CSc1scc2c1-c1nc(SCC(=O)C(C)(C)C)ncc1CC2	-9.6	-0.2	/	-5.9	/	-28.1	/	10.3
Cc1ccc(NC(=O)CCNC(=O)N2CC(=O)Nc3ccccc32)cc1Cl	19.3	11.5	-3.5	/	18.8	/	0.0	1.8
COC(=O)C(C)N=Cc1ccccc1 (stereo unspecified)	-6.2	1.8	-1.8	-2.3	3.7	-5.0	3.7	3.2
N#Cc1ccc(CN2C(=O)NC3(CCCCCC3)C2=O)cc1	6.8	-15.6	1.3	0.1	-1.2	-3.3	8.1	10.2
CC(=O)c1c(C)[nH]c(=S)c(C#N)c1-c1ccc(F)cc1	-7.4	8.5	0.7	5.0	-0.8	3.5	0.5	-4.3
COc1ccc(C(=O)N2CCc3[nH]nc(-c4ccccc4)c3C2)cc1	2.7	-10.7	4.3	7.8	-12.7	/	-0.9	4.7
O=C(C[C@H]1C[C@H]2c3cc(NC(=O)C4CCOCC4)ccc3O[C@H]2[C@H](CO)O1)NC1CCCCC1	3.0	9.8	18.7	-7.4	-6.9	-4.1	-6.4	1.9
O=C(Nc1cc(F)ccc1F)N1CCCCN2[C@H](C1)[C@@H](c1ccc(-c3ccccc3)cc1)[C@@H]2CO	13.1	-20.0	7.4	8.5	/	-11.4	1.0	33.1
N#Cc1ccc(C23OCCN2CCn2c3c3ccccc3[n+]2[O-])cc1 (stereo unspecified)	-9.7	8.7	1.7	-2.9	-5.6	17.0	1.2	15.1
O=C(O)C(Cc1ccccc1)NS(=O)(=O)c1ccc2c(c1)OCCO2 (stereo unspecified)	/	-4.7	-3.4	-17.2	-2.7	/	-2.4	/
Cc1c(C(=O)O)nn(-c2ccccc2)c(=O)c1C#N	-10.1	16.4	-0.8	-3.3	-6.0	0.7	2.6	-33.3
O=C(CSc1ccccc1)Nc1ccc(Cl)c(S(=O)(=O)N2CCOCC2)c1	19.8	9.4	-1.4	9.1	3.6	-0.5	-1.9	7.1
CC1=C(C#N)C(=O)OC(C)(C)C1	2.2	-2.1	/	-4.0	16.4	3.3	/	/

# By substructure, the compounds so far containing an aryl methoxy group (2)
compound	LGR2 inh	PGC1a acetyl inh	PglD DTNB	ARNT TACC3 PPI	C2C12 statin	INS-1E GSIS act	Cneo AK release	PAX8 reporter
COc1cc(C(=S)N2CCOCC2)ccc1O	5.2	-1.4	6.9	-6.6	-0.2	-4.8	0.5	-22.9
COc1ccc(C(=O)N2CCc3[nH]nc(-c4ccccc4)c3C2)cc1	2.7	-10.7	4.3	7.8	-12.7	/	-0.9	4.7

# Next structures.
compound	LGR2 inh	PGC1a acetyl inh	PglD DTNB	ARNT TACC3 PPI	C2C12 statin	INS-1E GSIS act	Cneo AK release	PAX8 reporter
O=C(NCC1CC1)[C@H]1[C@H](CO)[C@H]2Cn3c(ccc(C4=CCCC4)c3=O)[C@H]2N1Cc1ccccc1F	6.1	/	1.5	14.5	22.6	2.0	-2.7	/
Cc1nc(SCC(=O)NC2CCS(=O)(=O)C2)c2c(C)c(C)sc2n1 (stereo unspecified)	-5.5	6.8	/	/	9.8	4.2	/	8.4
Cc1cc(C)n(-c2c(F)c(F)c(CN3CCCCC3)c(F)c2F)n1	/	17.3	-0.1	2.4	/	/	-3.0	/
CC(CC(=O)Nc1ccc2c(c1)c(=O)n(C)n2-c1ccccc1F)c1ccccc1 (stereo unspecified)	11.0	-10.6	-4.3	/	-39.7	5.3	-2.5	-12.9
CC(=O)Nc1cccc(NC(=O)C(=O)NCC(c2ccco2)N2CCc3ccccc32)c1 (stereo unspecified)	13.3	/	1.2	2.5	13.7	-18.3	-1.3	10.9
CC(=O)c1cc(-c2ccccc2)n(CCC(=O)NCc2cccs2)c1C	-7.4	-22.5	/	2.5	1.3	-2.5	6.5	/
O=C(CNC(=O)c1ccccc1)N/N=C/c1ccccc1Cl	7.0	/	/	0.6	/	9.4	/	11.8
COc1ccc(OC)c(C(=O)NC2CCCc3c2cnn3-c2cc(C)cc(C)c2)c1 (stereo unspecified)	1.3	/	-3.5	/	3.2	-45.9	-1.4	-10.5
O=C1CCCC(O)=C1C(C#Cc1ccccc1)C1=C(O)CCCC1=O	/	/	-3.0	4.9	4.6	/	-5.2	/
CC(=O)N1CCCCN2[C@H](CO)[C@@H](c3ccc(-c4ccc(F)cc4)cc3)[C@@H]2C1	20.1	2.0	-2.4	-10.6	/	-3.4	0.1	5.5
O=C(NCCc1ccccn1)c1nc(Cn2cc(Br)cn2)no1	7.3	9.3	2.0	-4.2	-10.9	1.8	3.5	8.1
COc1ccccc1Nc1ncnc2c1c(C)c(C)n2CCCN(C)C	-4.7	/	-2.4	18.5	3.3	9.0	0.2	14.2
O=C(Nc1ccc2oc(-c3ccccc3)nc2c1)c1ccncc1	/	-20.3	4.0	6.5	-18.8	/	-2.0	/
Cc1cc(C)c2[nH]c(=O)c(C(c3nnnn3CC3CCCO3)N3CCC(C)CC3)cc2c1 (stereo unspecified)	/	-18.0	-1.7	5.2	8.3	/	-4.6	/
COc1ccc(-n2c(SCC(=O)NNC(=O)c3ccccc3C)nnc2-c2ccncc2)cc1	/	8.0	-3.2	-9.6	-1.1	/	0.9	/
COc1ccc(NC(=O)N(C)C[C@@H]2Oc3ccc(NS(=O)(=O)c4c(C)noc4C)cc3CC(=O)N([C@H](C)CO)C[C@@H]2C)cc1	-9.0	-9.5	8.5	/	-32.9	4.2	-0.2	/
C[C@@H]1CN([C@H](C)CO)C(=O)Cc2cc(NC(=O)Nc3ccc(C(F)(F)F)cc3)ccc2O[C@@H]1CN(C)S(C)(=O)=O	-12.4	10.0	-10.4	5.7	-47.7	11.3	-1.9	21.5
CC(C)Cn1c(-c2csc(C(C)C)c2)n[nH]c1=S	-20.8	-0.6	0.6	/	/	-1.9	8.3	-9.0
Cc1cc(NCc2ccccn2)ccc1Br	-46.3	7.7	-0.8	-2.5	-11.7	-2.4	-3.2	/
C[C@H]1CCCCO[C@@H](CN(C)C(=O)Nc2ccc3c(c2)OCO3)[C@@H](C)CN([C@@H](C)CO)C(=O)c2cc(NS(=O)(=O)c3cn(C)cn3)ccc2O1	7.2	4.7	-0.1	4.9	/	3.8	1.0	/
Cc1noc(C)c1S(=O)(=O)N(C)C[C@H]1Oc2ccc(NC(=O)NC(C)C)cc2C(=O)N([C@H](C)CO)C[C@@H]1C	-10.5	-7.9	0.2	8.1	-3.5	2.6	-0.8	3.7
CC(=O)c1cccc(NC(=O)Cn2nc(-c3ccccc3Cl)ccc2=O)c1	-10.3	2.5	/	4.9	/	2.4	/	4.6
CCN1C(=O)c2ccc(C(=O)NCc3ccco3)cc2C1=O	-11.0	/	1.8	/	-6.9	-0.6	-3.3	-1.7
C[C@H](CO)N1C[C@H](C)[C@@H](CN(C)C(=O)c2ccccc2)OCCCC[C@H](C)Oc2ccc(NC(=O)Nc3ccc(F)cc3)cc2C1=O	7.8	0.3	6.7	-1.2	/	-30.7	2.2	-34.9
CC(C)NC(=O)C(=O)Nc1cc2c3c(c1)C(C)C(=O)N3CCC2 (stereo unspecified)	-27.2	4.5	7.2	-0.8	12.6	20.9	-0.8	-7.6
Cc1nc2ccc(NC(=O)Cc3cccs3)cc2s1	/	5.2	-4.6	-3.9	10.8	/	-3.4	-137.1
O=C([C@@H]1[C@@H](CO)[C@@H]2Cn3c(cccc3=O)[C@@H]2N1CC1CCCC1)N1CCCCC1	-15.9	/	1.3	31.2	7.2	0.1	-2.2	21.9
COc1ccc2c(c1OC)C(=O)N1C2SC[C@H]1C(=O)NCCC(C)C (stereo partly specified)	-5.8	/	-1.9	28.9	20.6	-11.8	-2.3	-21.5
CC(NC(=S)NNS(=O)(=O)c1cccc([N+](=O)[O-])c1)c1ccccc1 (stereo unspecified)	5.1	0.8	6.1	-7.5	3.2	-8.3	7.3	7.6
CCc1ccc2c(c1)NC(=O)C2(C)Cc1ccc(F)cc1 (stereo unspecified)	-8.4	/	0.1	/	16.4	-16.5	-0.9	-12.5
CCC(=O)Nc1ccc2c(c1)C(=O)N(C)C[C@@H](OC)[C@H](C)CN(Cc1ccc(-c3ccccn3)cc1)[C@H](C)CO2	3.2	-5.2	2.9	-4.2	16.6	-13.9	-0.6	/
C[C@H](CO)N1C[C@H](C)[C@@H](CN(C)CC2CC2)Oc2ccc(NC(=O)CCN3CCOCC3)cc2CC1=O	-20.2	0.5	2.2	-3.3	8.0	36.6	-6.0	11.2
COC(=O)NNC(=O)c1ccc(C(C)(C)C)cc1	-1.3	/	3.1	-2.9	/	0.0	-2.4	-26.5
CCOc1cc(-c2sc(Nc3ccccc3)n[n+]2C)ccc1OC	-18.8	1.0	-5.0	-1.6	0.5	2.6	-3.1	-15.7
O=C(COC(=O)c1cc(=O)[nH]c2ccccc12)NC1CCCCCCC1	-4.1	-1.3	/	-1.4	/	0.5	/	0.0
C[C@@H]1CN([C@H](C)CO)C(=O)Cc2cc(NS(C)(=O)=O)ccc2O[C@H]1CN(C)S(=O)(=O)c1ccc(F)cc1	1.3	6.8	1.4	0.1	-27.3	13.1	-3.1	-14.4
CC1CCN(C(=O)CN(c2ccccc2)S(=O)(=O)N(C)C)CC1	/	6.1	/	-9.4	/	7.6	/	17.1

# Five records picked at random from the list so far, as already listed:
compound	LGR2 inh	PGC1a acetyl inh	PglD DTNB	ARNT TACC3 PPI	C2C12 statin	INS-1E GSIS act	Cneo AK release	PAX8 reporter
O=C(COC(=O)c1cc(=O)[nH]c2ccccc12)NC1CCCCCCC1	-4.1	-1.3	/	-1.4	/	0.5	/	0.0
Cc1nc2ccc(NC(=O)Cc3cccs3)cc2s1	/	5.2	-4.6	-3.9	10.8	/	-3.4	-137.1
CCOc1cc(-c2sc(Nc3ccccc3)n[n+]2C)ccc1OC	-18.8	1.0	-5.0	-1.6	0.5	2.6	-3.1	-15.7
COC(=O)NNC(=O)c1ccc(C(C)(C)C)cc1	-1.3	/	3.1	-2.9	/	0.0	-2.4	-26.5
CCN1C(=O)c2ccc(C(=O)NCc3ccco3)cc2C1=O	-11.0	/	1.8	/	-6.9	-0.6	-3.3	-1.7

# Bioassay records: PubChem, Broad Institute
